# Source: PubChem (National Center for Advancing Translational Sciences (NCATS))
# GRP78 ERSR act – qHTS for Inducers of the Endoplasmic Reticulum Stress Response (ERSR) in Human Glioma: qHTS. U87-MG GRP78 promoter luciferase reporter, 16 h. Potency, µM, for the others: at the top dose activation, actives largely listed as activators. actives 0.02% (n = 420,000). AID 602332, 2012; note: potency is the fitted concentration of half-maximal effect; series mostly up to about 76 µM; % of control where 0% means no effect; nearly all actives have a fitted effect of over 35% in size
#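 Stably transfected U87-MG glioma cells carrying a GRP78-based luciferase sensor; 16 h compound incubation. Luminescence end-point read 10 min after Bright-Glo addition at room temperature.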
# TrxR1 inh – qHTS Assay for Inhibitors of Mammalian Selenoprotein Thioredoxin Reductase 1 (TrxR1): qHTS; Thioredoxin reductase 1, cytoplasmic (Rattus norvegicus), O89049; recombinant rTrxR1, NADPH fluorescence consumption, selenite substrate; Potency, µM (series often up to 114 µM), for inactives: at the highest dose activity change, negative = inhibition, hits mostly inhibitors; actives 1% (n = 390,000); AID 588453, 2011; note: potency is the fitted concentration of half-maximal effect; % is set by controls: 0 for no effect and ±100 for the full control effect; nearly all actives have a fitted effect of over 65% in size
# Target sequence (O89049 whole entry, looked up): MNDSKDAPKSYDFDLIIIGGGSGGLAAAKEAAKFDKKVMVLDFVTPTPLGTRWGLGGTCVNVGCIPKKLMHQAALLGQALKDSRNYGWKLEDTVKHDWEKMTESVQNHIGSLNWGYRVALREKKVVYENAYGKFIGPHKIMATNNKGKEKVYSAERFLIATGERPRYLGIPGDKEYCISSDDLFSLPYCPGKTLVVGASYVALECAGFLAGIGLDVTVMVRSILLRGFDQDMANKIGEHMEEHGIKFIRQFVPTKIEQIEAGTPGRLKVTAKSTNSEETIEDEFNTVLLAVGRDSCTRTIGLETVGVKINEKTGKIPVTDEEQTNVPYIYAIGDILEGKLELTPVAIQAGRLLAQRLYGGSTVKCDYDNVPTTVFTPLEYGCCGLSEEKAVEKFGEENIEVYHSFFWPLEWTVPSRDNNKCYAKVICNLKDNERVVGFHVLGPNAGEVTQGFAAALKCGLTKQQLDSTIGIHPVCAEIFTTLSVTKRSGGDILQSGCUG
#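 Rat TrxR1 (90 nM in the dispensed reagent) was pre-reduced with 400 uM NADPH for 5 min at room temperature, then incubated with compound for 15 min. After 400 uM selenite was added, NADPH fluorescence (Ex 340/Em 450 nm) was followed for 8 min.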
# Vif-APOBEC3F blk – qHTS for Inhibitors of Vif-A3F Interactions: qHTS; Potency, µM (titrated, usually from 46.1 µM), without a hit: top-dose activity, negative = active; HeLa A3F-eYFP + Vif (tagged APOBEC3F with the HIV-1 protein that degrades it), YFP fluorescence increase; actives 0.2% (n = 390,000); note: potency is the fitted concentration of half-maximal effect; % of control where 0% means no effect; nearly all actives have a fitted effect of over 65% in size
#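 Fluorescence increase (Ex 488/Em 500-530) after overnight compound treatment at 37 deg C flags inhibition of Vif-driven A3F-eYFP loss in stable HeLa A3F-eYFP/Vif cells seeded overnight beforehand.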
# RGS4 inhibitor – Inhibitors of Regulator of G Protein Signaling (RGS) 4: qHTS; AID 504845, 2011; Transcreener GDP fluorescence polarization, RGS4-accelerated GTP hydrolysis; Potency, µM (titrated, usually from 114 µM), for the others: top-dose activity change, negative = inhibition, usual class: inhibitors; actives 0.039% (n = 390,000); Regulator of G-protein signaling 4 (Homo sapiens), P49798; note: potency is the fitted concentration of half-maximal effect; % is set by controls: 0 for no effect and ±100 for the full control effect; nearly all actives have a fitted effect of over 75% in size; some results filed as inactive show a strong effect at the top dose
# Target sequence (P49798 whole entry, looked up): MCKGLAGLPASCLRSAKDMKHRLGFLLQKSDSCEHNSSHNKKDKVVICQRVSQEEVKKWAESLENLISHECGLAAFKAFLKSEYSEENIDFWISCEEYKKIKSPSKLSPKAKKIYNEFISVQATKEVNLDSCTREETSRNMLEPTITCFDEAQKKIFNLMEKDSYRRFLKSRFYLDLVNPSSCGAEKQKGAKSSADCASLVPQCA
#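 MLSMR compounds (23 nl, pin-transferred) preincubated 10 min at room temperature with a 500nM (2x) first reagent, then RGS4 at 900nM (2x) plus Transcreener GDP mix added; fluorescence polarization (620/688 nm) read before and after 90 min at 30 °C.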
# TrxR1 substrate – qHTS Assay for Substrates of Mammalian Selenoprotein Thioredoxin Reductase 1 (TrxR1): qHTS. Thioredoxin reductase 1, cytoplasmic (Rattus norvegicus), O89049. purified TrxR1 substrate turnover, NADPH consumption readout. Potency, µM (top dose mostly 114 µM), inactives show top-dose activity change, negative = substrate turnover. actives 0.01% (n = 390,000); note: potency is the fitted concentration of half-maximal effect; % is set by controls: 0 for no effect and ±100 for the full control effect; nearly all actives have a fitted effect of over 50% in size
#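 Rat TrxR1, dispensed at 90 nM, was prereduced with 400 uM NADPH (final) for 5 min at ~22 deg C, then incubated with compound 15 min before 400 uM selenite. A first-read NADPH fluorescence drop versus no-compound background flagged substrates.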
# USP1-UAF1 inh – Inhibitors of USP1/UAF1: Primary Screen. recombinant USP1/UAF1, Ub-Rhodamine cleavage fluorescence. actives 0.23% (n = 390,000). Potency, µM (doses to about 57.1 µM), for the others: top-dose activity change, negative = inhibition, hits mostly inhibitors. Ubiquitin carboxyl-terminal hydrolase 1 (Homo sapiens), O94782. AID 743255, 2014; note: potency is the fitted concentration of half-maximal effect; % is set by controls: 0 for no effect and ±100 for the full control effect; nearly all actives have a fitted effect of over 60% in size; inactives centre near -12
#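 1 nM enzyme complex + cpd, 15 min RT; start with Ub-Rho 150nM final; kinetic fluorescence ex 480/em 540, 6 reads q60 s. Buffer 50mM HEPES pH 7.8, 0.5mM EDTA, 0.1 mg/ml BSA, 1mM TCEP, 0.01% Tween-20.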
# Vif-A3G inh – qHTS for Inhibitors of Vif-A3G Interactions: qHTS | Potency, µM (highest dose often 46.1 µM), for the others: at the top dose activity, negative = active, actives largely listed as inhibitors | HeLa A3G-eYFP + Vif (tagged APOBEC3G with the HIV-1 protein that degrades it), YFP fluorescence, overnight | actives 0.076% (n = 410,000);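 note: potency is the fitted concentration of half-maximal effect; % is set by controls: 0 for no effect and ±100 for the full control effect; nearly all actives have a fitted effect of over 60% in size; hits raise eYFP signal because A3G escapes Vif-driven loss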
#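 HeLa cells stably expressing Vif and C-terminally eYFP-tagged A3G, seeded overnight at 37 deg C, then exposed to compound by pintool overnight at 37 deg C. Rise in yellow fluorescence (Ex 488/Em 500-530, Acumen) marks blocked Vif-driven A3G degradation.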
# LDHA inh – qHTS assay for inhibitors of human lactate dehydrogenase. L-lactate dehydrogenase A chain (Homo sapiens), P00338. purified LDHA, NADH/diaphorase-resazurin fluorescence; hits give low values. activity change, % (values are at about 110 or 230 µM). actives 0.15% (n = 480,000); in the data active = activity change below about -30%; inconclusive = mostly about -25% to -30%;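 note: plate controls were DMSO wells for no effect and wells without enzyme for full effect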
#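 Remaining NADH was detected by diaphorase (0.133 mg/mL) converting 37 µM resazurin to fluorescent resorufin, read at 0 and 20 minutes. The preceding 5-minute room-temperature reaction used 2 nM LDHA, 0.2 mM sodium pyruvate and 0.06 mM NADH at pH 7.4.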
# IDH1 R132H inh – qHTS for Inhibitors of mutant isocitrate dehydrogenase 1 (IDH1): qHTS. Potency, µM (doses to about 76.6 µM), without a hit: top-dose activity change, negative = inhibition, hits mostly inhibitors. Isocitrate dehydrogenase [NADP] cytoplasmic (Homo sapiens), O75874. actives 0.093% (n = 390,000). IDH1-R132H enzyme, NADPH consumption, diaphorase/resazurin fluorescence. AID 602179, 2012; note: potency is the fitted concentration of half-maximal effect; % is set by controls: 0 for no effect and ±100 for the full control effect; nearly all actives have a fitted effect of over 65% in size
# Target sequence (O75874 whole entry R132H, stated change not applied): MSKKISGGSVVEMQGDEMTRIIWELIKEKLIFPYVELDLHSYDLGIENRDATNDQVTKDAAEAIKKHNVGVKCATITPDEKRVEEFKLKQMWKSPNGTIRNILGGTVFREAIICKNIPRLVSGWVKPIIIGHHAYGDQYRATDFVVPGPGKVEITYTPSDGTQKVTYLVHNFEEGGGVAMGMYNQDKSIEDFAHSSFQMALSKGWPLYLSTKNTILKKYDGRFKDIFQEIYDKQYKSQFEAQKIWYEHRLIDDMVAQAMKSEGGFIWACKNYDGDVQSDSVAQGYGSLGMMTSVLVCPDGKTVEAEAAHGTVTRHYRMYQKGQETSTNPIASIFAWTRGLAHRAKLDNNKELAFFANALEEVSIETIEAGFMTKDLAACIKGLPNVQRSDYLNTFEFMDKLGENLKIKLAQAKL
#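 IDH1-R132H (0.5 ug/mL) preincubated 30 min with compound, then NADPH (0.016 mM) and alpha-KG (2 mM) added; 80 min at RT, pH 7.5. Remaining NADPH coupled via diaphorase/resazurin to fluorescence (540/590 nm); concentration-response curves normalized to no-enzyme control.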
# The depositor's hits bear a star; ? = inconclusive; . = not tested or not shown; [ ] = dose if it differs, or a comment. Unless noted, calls come from the whole dose curve; as a rule, active = well fitted curve in the direction sought with a large enough effect; inconclusive = small, poorly fitted or top-dose-only effect, or another doubt; inactive = no such curve, though single readings can be large; an effect the other way counts as inactive or inconclusive.
SMILES,GRP78 ERSR act,TrxR1 inh,Vif-APOBEC3F blk,RGS4 inhibitor,TrxR1 substrate,USP1-UAF1 inh,Vif-A3G inh,LDHA inh,IDH1 R132H inh
CC(Oc1ccc(-c2ccccc2)c(F)c1)c1ccn(S(=O)(=O)c2cccc3ccccc23)n1 (stereo unspecified),-2%,10%,0%,3%,10%,-13%,0%,-6,-3%
N#Cc1ccc(C2=NC(C(F)(F)F)(C(F)(F)F)c3c(n(Cc4ccco4)c(=O)[nH]c3=O)N2)cc1,-2%,0%,-7%,-17%,3%,-13%,-6%,0,3%
CC(=O)Nc1ccc(NS(=O)(=O)c2ccc(-c3cnc(C4CC4)o3)cc2)cc1,0%,11%,3%,1%[11.4 µM],-4%,-16%,-1%,-2,-16%
Cc1ccc(C2CC(=O)n3nc(-c4cccc(C)c4)nc3S2)cc1 (stereo unspecified),-5%,8%,-5%,-16%,2%,-31%,-7%,3,9%
CC(=O)N1c2ccc(S(=O)(=O)NCC3CCC(C(=O)Nc4ccc(C)c(C)c4)CC3)cc2CC1C (stereo unspecified),-2%,12%,0%,-16%,2%,-14%,7%,4,-7%
CCC(C)(C)C1CCc2c(sc(NC(=O)c3ccccc3C(=O)O)c2C#N)C1 (stereo unspecified),4%,15%,14%,-42%,-1%,?,1%,-4,-3%
CC(C)C1Cc2c(C#N)c(N)n(C)c(=S)c2CO1 (stereo unspecified),-3%,0%,-16%,-31%,-2%,-13%,2%,5,6%
CCn1nnc(-c2ccccc2NS(=O)(=O)c2ccc(S(=O)(=O)N(C)C3CCCCC3)cc2)n1,-3%,3%,-8%,-4%,-10%,-21%,2%,-8,2%
CCOc1ccc(NS(=O)(=O)c2cc(C(=O)N3CCC3)ccc2Cl)cc1,-1%,3%,?,6%,-1%,-5%,0%,-13,0%
FC(F)(F)c1cc(-c2ccccc2)nc(NCc2cccnc2)n1,-1%,0%,-8%,-17%,3%,-5%,-9%,-4,-1%
COc1ccc(C(=O)Cn2c(C(C)=O)nc3ccccc32)cc1,-5%,-3%[11.4 µM],-4%,-21%,-3%[11.4 µM],-22%,1%,25,7%
Cc1cccc(N2CCN(C(=O)CNC(=O)c3ccccc3)CC2)c1C,6%,20%,6%,-2%,2%,-21%,2%,-4,7%
COc1cccc(OC)c1C(=O)NC(=S)Nc1ccc(S(=O)(=O)Nc2nccs2)cc1,-3%,3%[11.4 µM],?,-6%,3%[57.1 µM],1%,-9%,-11,-4%
Cc1nnc(N2CCCC(C(=O)NCc3ccccc3)C2)c2nn(-c3ccccc3)c(C)c12 (stereo unspecified),-5%,2%,-3%,14%,0%,-8%,-1%,-9,21%
COCC(=O)Oc1c(S(=O)(=O)c2ccc(C)cc2)c(C)nn1-c1ccccc1,1%,10%,-10%,22%,10%[57.1 µM],1%,-2%,-4,2%
CC(C)[C@H](NC(=O)N1CC(=O)Nc2ccccc21)C(=O)N[C@H](Cc1c[nH]c2ccccc12)C(=O)O,-4%,26%,4%,-2%,6%,5%,2%,-3,-5%
COc1ccccc1-c1nnc(C2CCN(S(=O)(=O)c3ccccc3[N+](=O)[O-])CC2)o1,1%,17%[57.1 µM],-10%,-24%[56.9 µM],8%[57.1 µM],-22%,5%,-2,9%
COc1ccc(NC(=S)NCC(O)c2ccccc2)c(OC)c1 (stereo unspecified),-2%,-14%,-3%,-8%,-10%,-11%,-3%,-3,3%
C[N+]1(CCC(=O)c2ccccc2)CCCCC1,-6%,?,-12%,-22%,1%[11.4 µM],-19%,0%,-8,4%
CC(NC(=O)c1c(F)cccc1Cl)c1ccc(-n2ccnc2)cc1 (stereo unspecified),-4%,27%,4%,1%,7%,-15%,1%,-12,-12%
Cc1onc(-c2ccccc2)c1C(=O)NC(=S)NNC(=O)c1cc(-c2ccc(F)cc2)n[nH]1,5%,6%[57.1 µM],5%,?,1%[57.1 µM],-22%,3%,-21,-1%
Cc1cccc(Oc2ncnc3onc(C)c23)c1C,-3%,13%[57.1 µM],-19%,-14%,8%[57.1 µM],-3%,-2%,-5,-4%
C[N+]1(CCCOC(=O)C2(c3ccccc3)CCCC2)CCOCC1,-2%,-5%,2%,-5%,-2%,5%,0%,-17,-3%
Cc1ccc(C)c(CSc2c(C(C)C)cnc3c2c(=O)n(C)c(=O)n3C)c1,-4%,-8%[57.1 µM],-3%,-29%,-8%[57.1 µM],-20%,-2%,-1,-17%
CCN1CCN(C(=S)NCC2CCCO2)CC1 (stereo unspecified),-1%,9%[57.1 µM],-8%,18%,2%[57.1 µM],9%,1%,-19,2%
SMILES,GRP78 ERSR act,TrxR1 inh,Vif-APOBEC3F blk,RGS4 inhibitor,TrxR1 substrate,USP1-UAF1 inh,Vif-A3G inh,LDHA inh,IDH1 R132H inh
O=C(CCCn1c(=O)c2sccc2n(Cc2ccc(F)cc2)c1=O)NCc1ccco1,-4%,-9%,-3%,-30%,1%,-5%,?,1,4%
Cc1ccc(C)c(OCCC(=O)NNC(=O)Cn2nc(C)cc2C)c1,-3%,-3%,0%,-23%,-4%,-19%,-1%,-3,8%
O=S(=O)(Nc1ccccc1)c1ccc(-c2csnn2)cc1,-4%,13%[57.1 µM],3%,-6%,-18%[57.1 µM],-10%,-3%,-4,7%
COC(=O)C1CC23C=CCN4CCC5(c6ccccc6NC15C2C)C43 (stereo unspecified),-8%,?,15%,-47%,9%,-18%,?,3,3%
O=C(O)CSc1cc(NS(=O)(=O)c2ccc(Br)cc2)c2ccccc2c1O,-4%,?,1%,?,-11%[57.1 µM],35µM*,-5%,17,14%
O=C(Cn1sc2ccccc2c1=O)Nc1ccc(F)cc1,-6%,.,4%,.,.,-2%,-12%,-22,-4%
COc1ccc(C)cc1N(CC(=O)NC1CCCC1)C(=O)Cn1nnc(-c2ccc(C)o2)n1,-1%,1%,-6%,9%,-1%,-9%,-4%,0,24%
Cc1ccc(NNC(=O)CCc2ccccc2)c(C)c1,-10%,16%[57.1 µM],-4%,-43%,-1%[57.1 µM],-16%,-3%,-5,-4%
O=C(NCc1ccccc1)C1CCCN(S(=O)(=O)c2cccs2)C1 (stereo unspecified),-3%,4%,-10%,14%,-1%,-2%,1%,-13,6%
O=C1C2CCCCN2C(=O)N1CCN1CCN(c2ccc(F)cc2)CC1 (stereo unspecified),-2%,18%,21%,-26%,5%,-23%,-6%,-2,8%
Cc1ccc(CN2CCCCC2C(=O)Nc2ccc(Oc3cccnc3)cc2)o1 (stereo unspecified),-3%,5%,-5%,17%,1%,-20%,?,1,8%
COc1cc(C2N=C(c3ccccc3)NO2)cc(Br)c1O (stereo unspecified),1%,-4%[57.1 µM],-5%,4%,8%[57.1 µM],-11%,-12%,6,2%
S=C(NCCc1ccccc1)NC1CC1,-2%,-25%,-8%,-14%,-11%,-10%,-1%,-10,6%
Cc1ccc(NC(=O)CSc2nnc(C)c(=O)[nH]2)cc1C,0%,13%[57.1 µM],-2%,-6%,-2%[57.1 µM],-19%,0%,-8,8%
CCN(c1nc(C)cc(OC)n1)S(=O)(=O)c1ccccc1,-3%,-4%,5%,7%,7%[57.1 µM],-14%,0%,-2,1%
CCc1ccc(OCC(=O)NNC(=O)Cc2ccc(S(=O)(=O)N3CCOCC3)s2)cc1,-1%,-1%,-5%,9%,-6%,-26%,-1%,-3,7%
CCCCCn1nc(C(=O)OCC(=O)c2c(N)n(C)c(=O)n(C)c2=O)c2ccccc2c1=O,-6%,6%,-12%,15%,-7%,-11%,3%,-8,0%
Cc1cc(NC(=O)COC(=O)c2c(C)c(C)c(C)c(C)c2C)no1,-4%,9%,-8%,8%,0%,-11%,-1%,-3,2%
Cn1cc(Br)c(NC(=O)/C=C/C(=O)O)n1,-2%,-22%,12%,9%,2%,-13%,4%,-16,-5%
O=C(NCCc1ccc(Cl)cc1)c1cc(-c2ccc(Cl)cc2)n[nH]1,-3%,16%,1%,-11%,5%,-2%,6%,-3,7%

# Part of the list above, tab-delimited:
Compound	GRP78 ERSR act	TrxR1 inh	Vif-APOBEC3F blk	RGS4 inhibitor	TrxR1 substrate	USP1-UAF1 inh	Vif-A3G inh	LDHA inh	IDH1 R132H inh
COc1ccc(C)cc1N(CC(=O)NC1CCCC1)C(=O)Cn1nnc(-c2ccc(C)o2)n1	-1%	1%	-6%	9%	-1%	-9%	-4%	0	24%
O=C(CCCn1c(=O)c2sccc2n(Cc2ccc(F)cc2)c1=O)NCc1ccco1	-4%	-9%	-3%	-30%	1%	-5%	?	1	4%

# A portion of the library; count on the stated rates, not on these rows.
